Compound activity from PubChem.
ATXN2 expr inh: ATXN2 expression inhibition. HEK-293 ATXN2-luciferase reporter, luminescence, 24 h. Potency, µM (doses to about 57 µM), without a hit: at the top dose activity change, negative = inhibition, hits mostly inhibitors. actives 0.72% (n = 360,000). AID 1745845; note: potency is the fitted concentration of half-maximal effect; % is set by controls: 0 for no effect and ±100 for the full control effect; nearly all actives have a fitted effect of over 55% in size
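qHTS (up to 57 uM final) was run with 24 h compound exposure of reporter cells at 37 °C. Each well was multiplexed: SteadyGlo luminescence measured ATXN2-luciferase expression after a fluorogenic Gly-Phe-AFC viability readout (25 uM final).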
ATXN viability: viability counter-screen for ATXN expression inhibitors; S2 cells (HEK-293 line with an ATXN2-luciferase reporter) viability, CellTiter-Fluor protease fluorescence, 24 h; Potency, µM (titrated, usually from 56.7 µM), most hits filed as cytotoxic; actives 0.49% (n = 400,000); note: potency is the fitted concentration of half-maximal effect; nearly all actives have a fitted effect of over 40% in size
TGFb inhibitor: TGF-b pathway inhibition; HepG2 CAGA-GFP TGF-b/SMAD3 reporter, GFP fluorescence, 18 h; TGF-beta stimulated, 500 pg/mL final; Potency, µM (titrated, usually from 46.1 µM), without a hit: at the top dose activity, negative = inhibition, usual class: inhibitors; actives 1.2% (n = 410,000); AID 588855; note: potency is the fitted concentration of half-maximal effect; % is set by controls: 0 for no effect and ±100 for the full control effect; nearly all actives have a fitted effect of over 65% in size
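Using HEPG2 CAGA-GFP reporter cells at 1000 cells/well, we pinned test compounds, stimulated with recombinant TGF-beta (500 pg/mL final) and measured total well GFP after 18 h.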
A549 tox: counter-screen for Nrf2 inhibitors: cytotoxicity in A549 cells; actives 0.16% (n = 390,000); AID 504648; A549 ARE-Fluc cells, CellTiter-Fluor viability, 18-24 h; Potency, µM (highest dose often 46 µM), inactives show top-dose activity change, negative = cytotoxicity, hits mostly inhibitors; note: potency is the fitted concentration of half-maximal effect; % is set by controls: 0 for no effect and ±100 for the full control effect
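A549 ARE_Fluc cells in 5% FBS OPTI-MEM were exposed to compounds in concentration-response for 18-24 h at 37 deg C. Viability was read by CellTiter-Fluor fluorescence (Ex 405/Em 525) after 30 min, before the luciferase read.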
HepG2 viability: kills HepG2 cells in TGF-b inhibitor counter-screen; AID 588856; HepG2 CAGA-GFP viability, ATP luminescence, 18 h; actives 0.76% (n = 410,000); Potency, µM (highest dose often 46.1 µM), for the others: top-dose activity change, negative = cytotoxicity, actives largely listed as cytotoxic; note: potency is the fitted concentration of half-maximal effect; some results filed as inactive show a strong effect at the top dose
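CellTiter-Glo luminescence gave cytotoxicity after 18 hours at 37 degrees C. The cells were HepG2 CAGA-GFP in 1% FBS DMEM, stimulated with 500 pg/mL TGF-beta after compound addition. %Activity was normalised to no-cell wells (complete cell-killing) and DMSO (no toxicity), and curves were fitted and classified.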
Nrf2 inh: blocks Nrf2 signaling; A549 ARE-Fluc reporter, luciferase luminescence, 18-24 h; Potency, µM (series often up to 46 µM), inactives show top-dose activity change, negative = inhibition, usual class: inhibitors; actives 2.1% (n = 360,000); note: potency is the fitted concentration of half-maximal effect; % is set by controls: 0 for no effect and ±100 for the full control effect; nearly all actives have a fitted effect of over 60% in size
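Concentration-response testing used A549 ARE_Fluc cells at 5000 cells/well. Following an 18-24 h compound incubation, viability was read by fluorescence (Ex 405/Em 525) and luciferase output by luminescence.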
Nrf2 ARE act: activators of Nrf2 (ARE) signaling; AREc32 ARE-luciferase reporter (MCF7-derived line), luminescence, 24 h; Potency, µM (doses to about 46.1 µM), for the others: at the top dose activation, hits mostly activators; actives 0.31% (n = 410,000); AID 624171; note: potency is the fitted concentration of half-maximal effect; % of control where 0% means no effect; nearly all actives have a fitted effect of over 65% in size
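ARE activation measured as luciferase luminescence (Steady-Glo, 30 min RT) in AREc32_Fluc cells after 24 hr compound exposure at 37 deg C, 5% CO2; cells seeded overnight at 1000/well in OPTI-MEM, 5% FBS.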
IL2 activator: activates IL-2 in a cell-based reporter assay | IL-2 activation reporter assay, cell-based qHTS; stimulated with anti-CD3/CD4/CD28 beads; in transgenic mouse T cells | activation, % (series mostly up to about 46 µM) | actives 0.065% (n = 360,000) | AID 652025; in the data active = activation above about 50%; inconclusive = mostly about 30% to 49%; note: 0% is about no effect
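Readout: EGFP and DsRed signals by fluorescent plate cytometry. Unstimulated transgenic mouse T cells received compound 60 min before antibody-bead stimulation, then incubated 18 h at 37 degrees C.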
EPAC2 ag: activates human EPAC2 exchange factor | Q8WZA2 | actives 0.079% (n = 360,000) | Potency, µM (highest dose often 154 µM), without a hit: at the highest dose activation, usual class: activators | EPAC2 activation, biochemical qHTS; response scale: 100% = 6.5 mM cAMP response; note: potency is the fitted concentration of half-maximal effect; nearly all actives have a fitted effect of over 50% in size
Target sequence (Q8WZA2 whole entry, looked up): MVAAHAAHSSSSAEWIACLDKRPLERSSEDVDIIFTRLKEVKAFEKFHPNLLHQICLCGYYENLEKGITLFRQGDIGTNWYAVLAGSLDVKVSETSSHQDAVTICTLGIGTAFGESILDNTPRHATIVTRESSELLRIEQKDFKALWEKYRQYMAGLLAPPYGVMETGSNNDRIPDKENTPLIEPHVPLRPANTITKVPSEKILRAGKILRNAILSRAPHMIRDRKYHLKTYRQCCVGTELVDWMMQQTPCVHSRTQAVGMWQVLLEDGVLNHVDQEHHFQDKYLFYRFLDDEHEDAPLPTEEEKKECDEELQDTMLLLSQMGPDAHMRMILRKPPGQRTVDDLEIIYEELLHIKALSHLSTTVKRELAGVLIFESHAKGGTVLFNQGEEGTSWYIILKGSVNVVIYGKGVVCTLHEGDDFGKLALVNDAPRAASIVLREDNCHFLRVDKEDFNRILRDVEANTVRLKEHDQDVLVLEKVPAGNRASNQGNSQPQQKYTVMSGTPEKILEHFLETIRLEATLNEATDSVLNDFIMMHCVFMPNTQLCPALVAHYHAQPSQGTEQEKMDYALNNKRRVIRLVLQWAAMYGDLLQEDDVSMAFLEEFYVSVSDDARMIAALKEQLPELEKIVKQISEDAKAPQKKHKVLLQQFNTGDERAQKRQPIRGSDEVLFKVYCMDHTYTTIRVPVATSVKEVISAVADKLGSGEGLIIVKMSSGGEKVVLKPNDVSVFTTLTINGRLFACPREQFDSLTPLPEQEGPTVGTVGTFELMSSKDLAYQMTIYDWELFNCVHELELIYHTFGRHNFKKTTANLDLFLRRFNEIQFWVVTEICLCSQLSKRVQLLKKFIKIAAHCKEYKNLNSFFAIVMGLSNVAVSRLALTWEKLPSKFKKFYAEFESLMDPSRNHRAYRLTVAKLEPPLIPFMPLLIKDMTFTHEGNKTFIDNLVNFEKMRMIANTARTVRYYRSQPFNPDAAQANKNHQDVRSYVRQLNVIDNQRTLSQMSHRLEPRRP
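Guanine nucleotide exchange by EPAC2 is measured as reduced fluorescence of BODIPY-GDP once it is released from 250 nM Rap1B. Plates are read kinetically for 30 min at room temperature; results are scaled to 6.5 mM cAMP.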
Starred values were filed as active, the others as inactive; i = inactive; ? = inconclusive; · = no result given; & = joins results of further samples; [ ] = dose if it differs, or a comment. Unless noted, calls come from the whole dose curve; as a rule, active = well fitted curve in the direction sought with a large enough effect; inconclusive = small, poorly fitted or top-dose-only effect, or another doubt; inactive = no such curve, though single readings can be large; an effect the other way counts as inactive or inconclusive.

SMILES | ATXN2 expr inh | ATXN viability | TGFb inhibitor | A549 tox | HepG2 viability | Nrf2 inh | Nrf2 ARE act | IL2 activator | EPAC2 ag
O=C(CSc1ccccc1F)NCCCN1CCCC1=O | 16% | i | 7% | 0% | -9% | ? | 1.7% | -0.7 | 3%
Nc1cc(N)nc(SCC(=O)Nc2ccc3c(c2)OCO3)n1 | -5% | i | -1% | 1% | -27% | -2% | -0.1% | 0.3 | 2%
CC(=O)N1c2ccccc2Nc2ccccc21 | 24% | i | 4% | -2% | 6% | 2% | 0.4% | -0.3 | -5%
O=C(Cn1ncc2c1-c1ccccc1OC2)Nc1nc2ccccc2s1 | 10% | i | 2% | 11% | 2% | -3% | -1.1% | -2.3 | 15%
CCC(O)c1nc2ccccc2n1CCOc1cc(C)cc(C)c1 (stereo not given) | · | · | -28% | -16% | -35% | ? | 0.5% | · | ·
CC(C)(C)C(=O)CN1C(=O)C2(OCCO2)c2ccccc21 | -3% | i | 5% | -6% | -1% | · | -0.6% | 1.5 | 17%
CN(C)C=Nc1nonc1N | 9% | i | 12% | -8% | -1% | · | -0.2% | -0.6 | -5%
COc1ccc(S(=O)(=O)N2CCC(C(=O)NC(C)c3ccccc3)CC2)cc1 (stereo not given) | -2% | ? | -3% | -1% | -5% | 5% | -0.5% | · | ·
COc1cc2c(cc1OC)CN(C(=O)/C=C/c1ccc([N+](=O)[O-])cc1)CC2 | -11% | i | 0% | 2% | -4% | -5% | 4.6% | 0.0 | 12%
O=C1CCCN1CN(C(=O)c1ccccc1)c1ccc(F)cc1 | 5% | i | ? | 0% | -13% | 13% | -0.1% | -1.6 | 10%
CCOC(=O)c1c(C)oc2nc(C)nc(NCCCN3CCN(c4ccccc4OC)CC3)c12 | -13% | i | -13% | -1% | -3% | 7% | 1.2% | · | ·
CC(=O)N1CCOc2cc(S(=O)(=O)Nc3c(C)cccc3C(C)C)c(Cl)cc21 | · | · | -29% | 0% | -29% | 11% | 4.1% | · | ·
CCc1ccc(C(=O)c2cn(CC(=O)Nc3ccc4c(c3)OCO4)c3cc(OC)c(OC)cc3c2=O)cc1 | 7% | i | -28% | -12% | -4% | 5% | 0.4% | · | ·
CCOc1cc(/C=C(\C#N)C(=O)Nc2ccccn2)ccc1O | 5% | i | -1% | 2% | -8% | 1% | 5.3% | 1.6 | 12%
CC1=C(C(=O)N2CCOCC2)CC(CC(=O)NCCCN(C)C)C(=O)N1CCCN1CCCC1=O (stereo not given) | 4% | i | · | · | · | · | -0.6% | 0.4 | 12%
CCOc1cc(C2NC(=O)NC(O)(C(F)(F)F)C2C(=O)c2ccc(OC)cc2)ccc1O (stereo not given) | 5% | i | ? | 2% | 10% | 26% | 0.1% | -0.5 | -11%
CCOc1ccc2nc(N(Cc3cccnc3)C(=O)c3cccs3)sc2c1 | · | · | -5% | -2% | -24% | · | 3.3% | · | ·
Cc1sc2ncn(CC(=O)N(C)c3ccc(Br)cc3)c(=O)c2c1S(=O)(=O)N1CCC(C)CC1 | 6% | i | -27% | ? | -2% | -10%[9.27 µM] | 0.2% | · | ·
Cc1cc(N2CCCCC2)nc(N)n1 | -3% | i | ? | -1% | 4% | 3% | 3.9% | 1.9 | 15%
O=C(CN1C(=O)NC2(CCCCCC2)C1=O)NCc1ccc(Cl)cc1 | 3% | ? | ? | -11% | 2% | -9% | -0.3% | 0.1 | 2%
O=C(Nc1ccc(S(=O)(=O)Nc2ccccn2)cc1)c1ccc(Cl)cc1Cl | -5% | i | -21% | 0% | -105% | -6% | -1.0% | 0.1 | 3%
COc1ccc(CCNS(=O)(=O)c2ccc3oc(C(=O)O)c(C)c3c2)cc1OC | 1% | i | 2% | 3% | 2% | 5% | -0.7% | 0.4 | 10%
CC1(C)CC(=S)Nc2ccccc2S1 | 5% | i | 25% | · | -15% | ? | -1.1% | -0.1 | 0%
Nc1nonc1-n1nnc(C(=O)N/N=C/c2ccccc2Cl)c1-c1ccccc1 | 3% | i | 8% | 2% | -3% | 8% | 0.5% | 0.3 | -3%
Cc1ccc(C)c(OCC(=O)Nc2ccc(C(=O)O)cc2NC(=O)COc2cc(C)ccc2C)c1 | -23% | i | 0% | 0% | 4% | -22% | -0.1% | 0.9 | -4%
C1=C(c2ccccc2)Nc2nnnn2C1c1cccs1 (stereo not given) | 34% | i | 16% | -9% | -5% | 5% | ? | -0.3 | 9%
O=C(NC1CCN(Cc2ccc3ccccc3c2)CC1)c1ccccc1 | ? | i | 0% | -6% | 0% | -12% | 0.3% | -2.1 | -1%
O=c1oc2ccccc2c2nccnc12 | -9% | i | -13% | -2% | -47% | · | -0.3% | -1.2 | -4%
CCCCNc1c(-c2ccc(SC3CCCCC3)c(OC)c2)nc2ccc(Cl)cn12 | -6% | i | -18% | -4% | -1% | -19% | -0.5% | -2.7 | 9%
C=CCNC(=O)NC(=O)COC(=O)CC(NC(N)=O)c1ccc(Cl)cc1 (stereo not given) | 5% | i | -8% | 8% | 4% | ? | -0.1% | 0.4 | -7%
Cc1cc(C)cc(NC(=O)CSCn2nnc3c(=O)[nH]c(Cc4ccc(F)cc4)nc32)c1 | -2% | ? | -2% | -14% | -4% | 2% | 2.5% | · | ·
CCc1cc(=O)oc2c3c(cc(OCC(=O)NCc4ccccn4)c12)OC(C)(C)CC3 | -23% | i | -16% | 6% | -37% | ? | 4.5% | -0.2 | -2%
CN(Cc1ccccc1)S(=O)(=O)c1ccc(F)c(C(=O)Nc2ccccc2C(F)(F)F)c1 | 9% | i | -23% | 11% | -31% | · | 5.4% | · | ·
O=C(COC(=O)CCC(=O)c1ccc(F)cc1)NCc1ccco1 | -22% | i | 15% | 0% | 3% | ? | 0.2% | 0.5 | -2%
O=C(NCCN1CCN(Cc2ccccc2)CC1)Nc1cc(Cl)cc(Cl)c1 | · | i | ? | 7% | -106% | 12% | 0.5% | -0.2 | 6%
Cc1cc(OCCCCCN2CCCC2)ccc1Cl | -22% | ? | ? | -9% | -37% | 2% | 0.2% | -0.9 | 14%
COC(=O)c1c(C)oc(C)c1S(=O)(=O)NCc1cccs1 | · | i | -20% | 1% | 0% | 7% | 0.5% | -0.2 | 4%
NS(=O)(=O)c1ccc(CCNC(=O)c2ccc[nH]c2=S)cc1 | -5% | i | 25% | 1% | 20% | -9% | -0.5% | -3.4 | 3%
CCn1cc(S(=O)(=O)c2ccc(C)cc2C)c(=O)c2cc(F)c(N3CCCCC3)cc21 | · | · | ? | -12% | -26% | 0% | 0.6% | · | ·
CN(C)C(=S)Nc1cccc(-c2n[nH]c(=S)o2)c1 | -5% | i | -6% | 0% | -1% | ? | 0.0% | -1.6 | 9%

Overlap with the part before: four compounds, then new ones.
SMILES | ATXN2 expr inh | ATXN viability | TGFb inhibitor | A549 tox | HepG2 viability | Nrf2 inh | Nrf2 ARE act | IL2 activator | EPAC2 ag
COC(=O)c1c(C)oc(C)c1S(=O)(=O)NCc1cccs1 | · | i | -20% | 1% | 0% | 7% | 0.5% | -0.2 | 4%
NS(=O)(=O)c1ccc(CCNC(=O)c2ccc[nH]c2=S)cc1 | -5% | i | 25% | 1% | 20% | -9% | -0.5% | -3.4 | 3%
CCn1cc(S(=O)(=O)c2ccc(C)cc2C)c(=O)c2cc(F)c(N3CCCCC3)cc21 | · | · | ? | -12% | -26% | 0% | 0.6% | · | ·
CN(C)C(=S)Nc1cccc(-c2n[nH]c(=S)o2)c1 | -5% | i | -6% | 0% | -1% | ? | 0.0% | -1.6 | 9%
COc1ccc(C2Oc3ccccc3C3=C2C(c2cccs2)n2ncnc2N3)cc1 (stereo not given) | -28% | i | 6% | ? | -20% | ? | 1.7% | -1.0 | 13%
COc1ccc(CC(=O)Nc2cccc(SC)c2)cc1OC | 0% | i | -8% | -25% | -1% | 2.9µM* | -0.5% | -4.8 | 1%
O=C(C1=C[C@@H](c2ccc(C(F)(F)F)cc2)C[C@@H](OCCCCO)O1)N1CCCCCCC1 | -24% | ? | -21% | -2% | -28% | -12% | 3.3% | -0.2 | 5%
Cn1c(=O)c2[nH]c(SCCN3CCOCC3)nc2n(C)c1=S | -10% | i | 2% | -3% | -2% | -11% | -0.4% | -0.7 | 16%
COCCNC(=O)c1cc(-c2cccnc2)nc2ccc(Br)cc12 | · | · | 1% | -8% | -31% | 6% | -0.8% | 0.0 | 2%
CC(C)(C)NC(=O)C(c1cccs1)N(C(=O)C(=O)NC1CCCC1)c1ccccc1F (stereo not given) | 2% | i | 9% | 2% | 5% | 11% | 2.8% | -2.7 | 9%
COc1cccc(-c2cnc(C(O)c3c(C)cc(C)cc3C)[nH]2)c1 (stereo not given) | -9% | i | 7% | · | 1% | · | 0.1% | 0.0 | 3%
COC(=O)CC1C(=O)NCCN1C(=O)CSc1nc2ccccc2o1 (stereo not given) | -20% | ? | 0% | 1% | 4% | -1% | -0.5% | 0.9 | 4%
Cc1cc(C)cc(OCC(=O)NCC2(N(C)C)CCCCC2)c1 | -9% | i | 2% | 14% | 12% | 3% | -0.4% | · | ·
COc1ccccc1N1CCN(Cc2nc(-c3ccc(F)cc3)oc2C)CC1 | · | ? | ? | -12% | -21% | ? | 4.1% | -4.3 | 15%
Cc1ccc(-c2nc3ccc(Cl)cn3c2Cc2ccccc2)cc1 | 48%[activator] | ? | 0% | · | -20% | · | 6.0% | -2.8 | 8%
COc1ccc(NC(=O)C2CCCN(c3cnccn3)C2)c(OC)c1 (stereo not given) | -1% | i | 4%&-1% | 1%&1% | 0%&9% | 16%&28% | 0.2%&0.5% | 1.5 | 2%
COc1ccc(-c2ccc(SCc3ccccn3)nn2)cc1OC | 3% | i | 19% | 4% | 1% | 2% | 6.5% | 0.4 | 0%
